# H1N1 NS1A inhibition – NS1A inhibition, H1N1 influenza, cell based functional assay (AID 504329) | NS1A functional cell-based assay, percent inhibition; higher % means a stronger effect | one-dose inhibition, % at 12.5 µM; IC50 in µM for titrated hits | 0.3% of 340,000 active; in the data active means a potency from the dose series; inconclusive means inhibition above about 27% without an active follow-up result; further: strong numbers were not always called active
# tuberculosis growth – growth inhibition of non-replicating M. tuberculosis (AID 488890) | Mycobacterium tuberculosis non-replicating, growth inhibition; higher % means a stronger effect | inhibition, % at 25 µM; hits with a dose series show IC50 in µM | 0.39% of 320,000 active; in the data active means a potency from the dose series; inconclusive means inhibition mostly from about 82% at the one dose, without a potency; inactive means the rest, 99 in 100 with inhibition below about 76%;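 further: plate controls were DMSO cells for no effect and high antibiotic wells for full effect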
# H37Rv inhibition – M. tuberculosis growth inhibition, HTS (AID 449762). M. tuberculosis H37Rv growth inhibition, 7H9 media; higher % means a stronger effect. inhibition, % at 25 µM, or IC50 in µM where a hit was titrated. 0.59% of 330,000 active; in the data active means a potency from the dose series; inconclusive means inhibition above about 70% without an active follow-up result;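 further: bacterial growth assessed after seven days of incubation; strong numbers were not always called active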
# Salmonella PhoP GFP – PhoP regulon inhibitors, Salmonella typhi PhoP promoter GFP reporter, confirmatory (AID 1850); Salmonella Typhi PhoP-promoter GFP reporter, fluorescence, 4 h; higher % means a stronger effect; 0.33% of 310,000 active; inhibition, % at 50 µM; hits with a dose series show IC50 in µM; in the data active means a potency from the dose series; inconclusive means inhibition mostly from about 25% at the one dose, without a potency; inactive means the rest, 99 in 100 with inhibition below about 19%;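 further: 0% = induced wells with vehicle and 100% = uninduced wells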
# VEEV TC-83 Vero – inhibitors of VEEV TC-83 cytopathic effect, confirmation, Vero cells (AID 588727); Vero cells, VEEV TC-83 cytopathic effect inhibition; higher % means a stronger effect; 0.13% of 350,000 active; inhibition, % at 20 µM, or IC50 in µM where a hit was titrated; in the data active means a potency from the dose series; inconclusive means inhibition mostly from about 14% at the one dose, without a potency; inactive means the rest, 99 in 100 with inhibition below about 12%; further: strong numbers were not always called active
# Numbers without * were called inactive; i = inactive; ? = inconclusive; . = no result given.
entry	structure	H1N1 NS1A inhibition	tuberculosis growth	H37Rv inhibition
1	CC1=NN(C(=O)c2ccncc2)C(=O)C1N=Nc1ccc2ccccc2c1 (configuration not stated)	18%	.	.
2	CC1CCN(C(=O)CSCc2ccc(Cl)cc2)CC1	-3%	66%	-1%
3	CN(C1CCCCC1)S(=O)(=O)c1ccc(-c2ccccn2)s1	.	7%	-4%
4	COC(=O)CNC(=O)CN(c1ccc(OC)cc1OC)S(=O)(=O)c1ccccc1	-2%	-6%	-13%
5	CCn1c(SCC(=O)NC2CC2)nnc1-c1cccc(OC)c1	5%	-1%	-16%
6	COC(=O)C(C)N1C(=O)S/C(=C\c2ccc(-c3ccc(C(=O)O)cc3C)o2)C1=O (configuration not stated)	20%	0%	2%
7	CC(=O)N1CCOc2ccc(S(=O)(=O)N3CCC(C(=O)NCc4ccccc4)CC3)cc21	5%	3%	4%
8	Cc1cccc(C)c1NC(=O)CN1C(=O)NC(C)(C2CC2)C1=O (configuration not stated)	-14%	1%	-7%
9	COc1ccc2nc(NC(=O)CCn3cccc3)sc2c1	-1%	-6%	4%
10	NC(=O)C1CCN(C2=C(NS(=O)(=O)c3ccc(Br)cc3)C(=O)c3ccccc3C2=O)CC1	24%	7%	11%
11	Cc1cccc(C(=O)NNC(=O)c2ccccc2Br)c1	-18%	1%	-1%
12	COc1ccc(C(=O)NC(=S)NNC(=O)c2ccccc2C)cc1	-10%	?	?
13	COc1ccc(Cn2c(=O)[nH]c3cc(OC)c(OC)cc3c2=O)cc1	-4%	8%	4%
14	O=[N+]([O-])c1cnn2cc(Br)cnc12	-2%	-3%	-1%
15	COc1ccccc1CCNC(=O)c1ccc2nc[nH]c2c1	-4%	3%	-1%

entry	Salmonella PhoP GFP	VEEV TC-83 Vero
1	.	3.9%
2	3%	1.9%
3	5%	i
4	.	i
5	-2%	0.6%
6	-10%	0.9%
7	8%	3.7%
8	.	1.4%
9	3%	1.5%
10	6%	9.0%
11	-1%	1.2%
12	10%	49%
13	12%	0.8%
14	12%	2.5%
15	-4%	2.2%

# Quoted from above: compounds 1–4
entry	structure	H1N1 NS1A inhibition	tuberculosis growth	H37Rv inhibition
1	CC1=NN(C(=O)c2ccncc2)C(=O)C1N=Nc1ccc2ccccc2c1 (configuration not stated)	18%	.	.
2	CC1CCN(C(=O)CSCc2ccc(Cl)cc2)CC1	-3%	66%	-1%
3	CN(C1CCCCC1)S(=O)(=O)c1ccc(-c2ccccn2)s1	.	7%	-4%
4	COC(=O)CNC(=O)CN(c1ccc(OC)cc1OC)S(=O)(=O)c1ccccc1	-2%	-6%	-13%

entry	Salmonella PhoP GFP	VEEV TC-83 Vero
1	.	3.9%
2	3%	1.9%
3	5%	i
4	.	i

# Other structures follow:
entry	structure	H1N1 NS1A inhibition	tuberculosis growth	H37Rv inhibition
16	CCOc1ccc(NC(=O)CC2C(=O)N(C)C(=S)N2CCCc2ccccc2)cc1 (configuration not stated)	-8%	35%	11%
17	Cc1cccc(C(=O)Oc2coc(CSc3nnc(NC(=O)C4CC4)s3)cc2=O)c1	-6%	21%	-4%
18	CC(=O)Nc1ccc2c(c1)nc(C)n2Cc1ccccc1	3%	-7%	2%
19	CCCCNC(=O)c1onc(CSc2cccc3ccccc23)c1C(=O)O	-18%	69%	-3%
20	CCOC(=O)C1CCN(S(=O)(=O)c2ccc(-c3ccc(=O)[nH]n3)o2)CC1	-3%	-18%	-2%
21	CCCCCOC(=O)c1cc(=O)[nH]c2ccccc12	-13%	32%	-13%
22	COc1ccc(OC)c(/C=N/NC(=O)c2cnccn2)c1	-23%	-4%	-6%
23	CCOc1ccc(C(=O)Nc2nnc(C3=COCCO3)o2)cc1	-12%	i	?
24	Cc1ccc(-c2csc(Nc3ccc(S(N)(=O)=O)cc3)n2)o1	7%	59%	-6%
25	N#CC(C#N)=C(N)Nc1cccc(Cl)c1	-1%	-11%	-4%
26	O=C(/C=C/c1ccccc1)NNC(=O)C1CC1	8%	20%	-9%
27	CCN(C[C@H]1N[C@@](CC)(C(=O)OC)[C@H]2C(=O)N(C)C(=O)[C@@H]12)C(=O)Nc1ccc(C(F)(F)F)cc1	-8%	-2%	-3%
28	COCCCn1c(SCC(=O)NC(C)(C)C)nnc1-c1ccccc1	-17%	0%	-2%
29	Cc1oc(-c2ccc(-c3ccccc3)cc2)nc1CN(C)C1CCOC1 (configuration not stated)	-4%	18%	-1%
30	COCCNC(=O)Cc1c(C)c2c(cc(C)c3c(C)coc32)oc1=O	-9%	-9%	-6%

entry	Salmonella PhoP GFP	VEEV TC-83 Vero
16	-3%	1.6%
17	0%	2.5%
18	-2%	1.6%
19	-10%	0.9%
20	1%	0.4%
21	7%	i
22	-23%	0.7%
23	11%	i
24	9%	6.9%
25	12%	2.3%
26	0%	i
27	.	i
28	-3%	i
29	-8%	0.9%
30	1%	0.8%

# Further records.
entry	structure	H1N1 NS1A inhibition	tuberculosis growth	H37Rv inhibition
31	COc1ccc(S(=O)(=O)NC2CCCC2)cc1C(N)=O	-1%	-13%	-1%
32	Cc1ccc2c(c1)[nH]c1c(=O)n(CCN3CCCCC3)cnc12	4%	-1%	-2%
33	COCCN(C(=O)c1ccc2c(c1)S(=O)(=O)N=C1CCCCCN12)c1c(N)n(CC(C)C)c(=O)[nH]c1=O	-3%	.	.
34	OC(c1ccc(Cl)cc1)C(O)c1nc2ccccc2[nH]1 (configuration not stated)	14%	7%	4%
35	O=C1C2C3CCC(C3NCc3ccccc3)C2C(=O)N1Cc1ccccc1 (configuration not stated)	10%	9%	2%
36	C/C(=N\NC(=O)c1ccc(O)cc1)c1cccc(NC(=O)c2ccccc2C)c1	-6%	-1%	-9%
37	Cc1ccc(S(=O)(=O)N2CCC(C(=O)N3CCC4(CC3)OCCO4)CC2)cc1	-20%	4%	-4%
38	CCCCN1C(N)=NC[C@@H]1Cc1ccccc1	20%	28%	-10%
39	COC1C=CC=C(C)C(=O)NC2=CC(=O)C(N)=C(CC(C)CC(OC)C(O)C(C)C=C(C)C1OC(N)=O)C2=O (configuration not stated)	0%	.	.
40	Cc1ccc(Nc2nc(-c3cccnc3)nc3ccccc23)cc1	-16%	10%	5%
41	Cc1ccc(NC(=O)c2cc(-c3cc(Cl)ccc3O)n[nH]2)cc1C	-7%	-16%	-3%
42	CN(C)CCCN(C(=O)c1ccc([N+](=O)[O-])o1)c1nc2cc3c(cc2s1)OCO3	10%	50%	-5%
43	COc1ccc(S(=O)(=O)NCCC(=O)Nc2ccc(C)cc2)cc1	1%	10%	11%
44	CN[C@H](C)C(=O)NC[C@H]1O[C@@H](n2cnc3c(N)ncnc32)[C@H](O)[C@@H]1O	-7%	.	.
45	O=C(O)CCC(=O)Nc1ccc(Br)cc1C(=O)c1ccccc1	1%	-7%	0%

entry	Salmonella PhoP GFP	VEEV TC-83 Vero
31	-1%	1.3%
32	-3%	1.4%
33	.	1.6%
34	9%	0.2%
35	-2%	6.7%
36	1%	7.1%
37	-5%	0.7%
38	14%	i
39	.	i
40	-9%	8.7%
41	2%	0.7%
42	-13%	0.2%
43	11%	0.1%
44	.	i
45	4%	1.1%

# Next section:
entry	structure	H1N1 NS1A inhibition	tuberculosis growth	H37Rv inhibition
46	COC(=O)Cc1ccc(NC(=O)c2ccccc2Br)cc1	-1%	4%	0%
47	O=C(NC(=S)Nc1ccc(CN2CCCCC2)cc1)c1cccc(OCc2ccccc2)c1	15%	?	?
48	O=S(=O)(NCc1ccncc1)c1ccccc1	14%	-4%	2%
49	CCOC(=O)C1=C(C)N(c2ccc(OC)cc2)C(=O)/C1=C\c1cccs1	14%	3%	11%
50	CC(=O)Nc1cccc2c1Cc1ccccc1-2	-28%	30%	-3%
51	CCc1nc2ccccc2c(C(=O)Nc2ccc(F)cc2)c1C	-13%	-16%	1%
52	COc1ccc(/C=N/NC(=O)CCC(=O)Nc2ccc(F)cc2)c(OC)c1	5%	-1%	5%
53	COc1ccc(CCN2CCCC(CN(C)Cc3cccc(OC)c3)C2)cc1 (configuration not stated)	0%	6%	0%
54	CC1(C)CC[C@@]2(C(=O)O)C(C1)C1=CCC3[C@@]4(C)CC[C@H](O)C(C)(C)C4CC[C@@]3(C)[C@]1(C)C[C@H]2O (some centres not stated)	.	57%	2%
55	O=C(CCCn1c(=S)[nH]c2cc3c(cc2c1=O)OCO3)NCc1ccccc1Cl	-2%	-10%	8%
56	c1ccc2c(c1)CCNC2c1ccncc1 (configuration not stated)	-5%	2%	-13%
57	Cc1nnc(SCC(=O)NCC2CCCO2)n1-c1ccccc1 (configuration not stated)	5%	0%	-3%
58	CC1=C(C(=O)O)N2C(=O)C(NC(=O)c3nn(C)cc3[N+](=O)[O-])C2SC1 (configuration not stated)	.	-17%	-2%
59	COc1ccc(-c2[nH]ncc2-c2cnn(-c3ccccc3)c2)c(O)c1	-8%	14%	-20%
60	CCC1(O)C(=O)OCc2c1cc1n(c2=O)Cc2cc3c(N)cccc3nc2-1 (configuration not stated)	-19%	.	.

entry	Salmonella PhoP GFP	VEEV TC-83 Vero
46	5%	4.7%
47	5%	10%
48	5%	0.7%
49	0%	0.4%
50	-5%	1.0%
51	1%	i
52	5%	i
53	16%	3.8%
54	.	.
55	4%	0.1%
56	1%	2.0%
57	10%	1.6%
58	9%	1.0%
59	2%	i
60	.	1.6%

# More compounds.
entry	structure	H1N1 NS1A inhibition	tuberculosis growth	H37Rv inhibition
61	COCCCNC(=O)CCC(=O)NNc1nc2ccccc2c2nc(C)nn12	-4%	2%	13%
62	COc1ccc(-n2nc3c(N4CCC(C(=O)NCCc5ccccc5C)CC4)nnc(C)c3c2C)cc1	0%	7%	6%
63	CCC(=O)NC(=S)NNC(=O)c1ccc(O)cc1	-4%	-2%	-3%
64	S=c1[nH]nc(CSCc2ccccc2Cl)n1-c1ccccc1	0%	0%	-9%
65	Cc1cc2ccccn2c1C(=O)c1ccc(Cl)c([N+](=O)[O-])c1	1%	10%	2%
66	COc1ccc(NC(=O)Cc2ccc(C)cc2)cc1S(=O)(=O)N1CCCCC1	-5%	43%	5%
67	CCC(=O)Nc1nnc(-c2ccc(Cl)s2)o1	-14%	-7%	10%
68	S=C(Nc1ccccc1)Nc1cccc(Cl)c1Cl	2%	?	2%
69	Cc1[nH]c(=O)[nH]c(=O)c1S(=O)(=O)Nc1cccc([N+](=O)[O-])c1C	21%	-13%	9%
70	COC(=O)C1=C(C)N(Cc2ccccc2)C(=NCCc2c[nH]c3ccccc23)N[C@H]1c1cccc(C(F)(F)F)c1	27%	?	?
71	CC(CNC(=O)c1ccc(OC2CCN(Cc3ccccn3)CC2)cc1)c1ccccc1 (configuration not stated)	-2%	14%	1%
72	CCOC(=O)C1CCN(CC(=O)Nc2c(C(=O)OC)n(C)c3cccc(C)c23)CC1	-12%	3%	0%
73	COc1ccc(N(CC(=O)NCc2ccc3c(c2)OCO3)S(C)(=O)=O)cc1OC	-2%	-1%	5%
74	O=C(CSc1nnnn1C1CCCC1)Nc1ccccc1N1CCOCC1	-10%	15%	-5%
75	Nc1nc(Cl)c2ncn(C3OC(CO)C(O)C3O)c2n1 (configuration not stated)	-12%	.	.
76	N#Cc1ccc(Oc2cccnc2)cc1C#N	-17%	-7%	.
77	O=C(CCc1nc2ccccc2c(=O)[nH]1)N1CCN(S(=O)(=O)c2ccc(Cl)c(C(F)(F)F)c2)CC1	-5%	19%	12%
78	CSCC[C@H](NC(=O)OC(C)(C)C)C(=O)N/N=C/c1ccc2nccnc2c1	0%	2%	2%

entry	Salmonella PhoP GFP	VEEV TC-83 Vero
61	-3%	2.2%
62	-7%	i
63	-2%	i
64	6%	i
65	-6%	i
66	.	0.2%
67	-3%	0.4%
68	-12%	1.2%
69	11%	0.8%
70	.	i
71	1%	4.4%
72	5%	5.6%
73	1%	0.3%
74	2%	2.5%
75	.	2.0%
76	-8%	4.1%
77	4%	8.5%
78	8%	i

# Retrieved by compound from the entries so far (two):
entry	structure	H1N1 NS1A inhibition	tuberculosis growth	H37Rv inhibition
70	COC(=O)C1=C(C)N(Cc2ccccc2)C(=NCCc2c[nH]c3ccccc23)N[C@H]1c1cccc(C(F)(F)F)c1	27%	?	?
62	COc1ccc(-n2nc3c(N4CCC(C(=O)NCCc5ccccc5C)CC4)nnc(C)c3c2C)cc1	0%	7%	6%

entry	Salmonella PhoP GFP	VEEV TC-83 Vero
70	.	i
62	-7%	i

# Screening data deposited in PubChem by Southern Research Specialized Biocontainment Screening Center.
